Mtb UGM inh = Mtb UDP-galactopyranose mutase inhibition. P9WIQ1. purified UGM, fluorescence polarization probe displacement. inhibition, % at 10 µM. 0.06% of 320,000 active; in the data active = inhibition above about 10%, passing the limit was not always enough
Mtb BioA inh = blocks M. tuberculosis BioA enzyme activity | AID 602481 | inhibition, % at 9.99 µM | purified M. tuberculosis BioA enzyme, plate reader | 0.096% of 360,000 active; in the data active = inhibition above about 40%
FadD28 FP inh = M. tuberculosis FadD28 bisubstrate binding inhibition | inhibition, % at 12.5 µM | FadD28 bisubstrate probe binding, fluorescence polarization | 0.22% of 360,000 active; in the data active = inhibition above about 8.5%, passing the limit was not always enough
Y pestis TopoI = inhibitors of Yersinia pestis topoisomerase I. 0.064% of 360,000 active. Y. pestis Topo-I cleavage product accumulation, plate reader. activity, % at 10 µM. AID 504884; in the data active = activity above about 50%, passing the limit was not always enough; also: inactives centre near 2
GDH-TPI inh = inhibits GDH-TPI coupling enzymes, artifact for Mtb FBA screen | GDH-TPI coupled enzyme counterscreen, NADH absorbance | inhibition, % at 4.8 µM | 1.2% of 360,000 active | AID 588335; in the data active = inhibition above about 30%;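 also: 0% = DMSO wells and 100% = wells lacking the enzyme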
Vc quorum ag = quorum light induction in luxS cqsA deficient V. cholerae. AID 588436. activation, % at 18.7 µM. V. cholerae BH1578 lux reporter, luminescence, 6 h. 0.16% of 350,000 active; in the data active = activation mostly above about 9.7%, no sharp cut-off; also: not every result past the cut was called active; inactives centre near 0; reference of the scale not given here
PfHsp40 rescue = restores yeast growth despite PfHsp40 toxicity. S. cerevisiae expressing PfHsp40, growth rescue, ATP luminescence. growth rescue, % at 12.5 µM. 0.68% of 340,000 active; in the data active = growth rescue above about 28%, passing the limit was not always enough;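 also: yeast W303a lacking pdr1 and pdr3 grown in galactose medium; growth measured after three days at 30 °C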
Mtb FBA inh = Mtb fructose-bisphosphate aldolase inhibition. P9WQA3. purified M. tuberculosis FBA, fluorescence read-out. inhibition, % at 1 µM. 2.3% of 360,000 active. AID 588726; in the data active = inhibition above about 27%;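 also: 0% = vehicle and 100% = reference inhibitor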
TcdB GH inh = blocks C. difficile toxin B glycohydrolase activity; 0.24% of 350,000 active; inhibition, % at 9.99 µM; TcdB glycohydrolase enzymatic assay, plate reader; P18177; in the data active = inhibition above about 10%
Numbers without * were called inactive. Hits appear at their usual frequency, and some 4.6% of all compounds hit somewhere here.

`NC(c1csc(NC(=O)Nc2ccccc2)n1)C1CCCCC1` (stereo unspecified) gave Mtb BioA inh -1.0, FadD28 FP inh -6.1, Y pestis TopoI -7.0, GDH-TPI inh -3.6, Vc quorum ag inactive, Mtb FBA inh -2.8 and TcdB GH inh 0.3.
For Cc1cc(NC(=O)Cn2cnc3sc(C)c(-c4ccccc4)c3c2=O)no1 the results were Mtb BioA inh -1.3, FadD28 FP inh -0.8, Y pestis TopoI 9.1, GDH-TPI inh 0.5, Vc quorum ag inactive, PfHsp40 rescue 0.2 and Mtb FBA inh 2.8.
Screening COc1cc2c(cc1OC)CN(S(C)(=O)=O)CC2 returned Mtb UGM inh -1.5, Mtb BioA inh 1.8, FadD28 FP inh -2.7, Y pestis TopoI -6.0, GDH-TPI inh -15.9, Vc quorum ag -0.4, PfHsp40 rescue -1.6, Mtb FBA inh -0.5 and TcdB GH inh 1.0.
C#CCNC(=O)/C=C/c1ccc(OC)cc1 was read as Mtb UGM inh 3.2, Mtb BioA inh 0.5, FadD28 FP inh -4.6, Y pestis TopoI 4.5, GDH-TPI inh 3.5, Vc quorum ag inactive, PfHsp40 rescue -0.2, Mtb FBA inh -2.0 and TcdB GH inh 1.2.
`CCC(=O)c1ccc(NC(C)=O)cc1O` gave Mtb UGM inh 3.0, FadD28 FP inh -1.3, Y pestis TopoI -2.8, GDH-TPI inh 14.2, Vc quorum ag -0.5, PfHsp40 rescue -1.6, Mtb FBA inh 0.7 and TcdB GH inh 1.9.
For CCN(C(=O)CSc1nc(C)nc2sc(C)c(C)c12)c1ccc(F)cc1 the results were Mtb UGM inh 1.6, Mtb BioA inh -0.1, FadD28 FP inh -3.2, Y pestis TopoI -2.1, GDH-TPI inh -2.5, Vc quorum ag inactive, PfHsp40 rescue 0.1, Mtb FBA inh -1.3 and TcdB GH inh -0.9.
O=C(Nc1cccc(-c2nnc(-c3ccccc3)o2)c1)C1CC1 was read as Mtb UGM inh 0.8, Mtb BioA inh -1.5, FadD28 FP inh -3.8, Y pestis TopoI 9.0, GDH-TPI inh -10.1, Vc quorum ag -0.3, PfHsp40 rescue -0.4, Mtb FBA inh 1.2 and TcdB GH inh 0.1.
Screening COc1ccccc1N1CCN(C(=O)CN(c2ccccc2OC)S(=O)(=O)c2ccccc2)CC1 returned Mtb UGM inh 3.3, Mtb BioA inh 2.3, FadD28 FP inh -3.8, Y pestis TopoI 31.6, GDH-TPI inh -3.0, Vc quorum ag -0.2, PfHsp40 rescue 1.7 and Mtb FBA inh -4.0.
For COC(=O)c1cn(Cc2cccc(C)c2)nn1 the results were Mtb UGM inh -1.7, Mtb BioA inh 0.2, FadD28 FP inh 0.5, Y pestis TopoI 4.6, GDH-TPI inh 8.7, Vc quorum ag -0.3, PfHsp40 rescue -0.3, Mtb FBA inh -0.7 and TcdB GH inh -0.5.
COc1ccc(OCCC(=O)Nc2ccccc2)cc1 was read as Mtb UGM inh 1.9, Mtb BioA inh -1.9, FadD28 FP inh -1.1, Y pestis TopoI 0.7, GDH-TPI inh 0.0, Vc quorum ag -0.3, PfHsp40 rescue -1.5, Mtb FBA inh 1.5 and TcdB GH inh 1.2.
For CCCS(=O)(=O)NC(=O)C1(C)CCCN(C(=O)CCc2cccs2)C1 (stereo unspecified) the results were Mtb BioA inh -0.7, FadD28 FP inh -1.0, Y pestis TopoI 0.6, GDH-TPI inh 2.6, Vc quorum ag inactive, Mtb FBA inh 0.5 and TcdB GH inh -1.4.
For COc1cc(/C=N/NC(=O)c2cc(-c3ccccc3C)nc3ccccc23)cc(OC)c1O the results were Mtb UGM inh -0.6, Mtb BioA inh -1.6, FadD28 FP inh -0.7, Y pestis TopoI 3.6, GDH-TPI inh 76.5*, Vc quorum ag inactive, Mtb FBA inh -0.3 and TcdB GH inh -7.3.
For O=[N+]([O-])c1cc(/C=N\Nc2nc(-c3ccccc3)cs2)ccc1O the results were Mtb UGM inh -2.8, FadD28 FP inh 3.1, Y pestis TopoI -20.9, GDH-TPI inh 33.8*, Vc quorum ag -0.3, PfHsp40 rescue -0.1, Mtb FBA inh -3.3 and TcdB GH inh 0.0.
For COCCN1C(=O)c2[nH]nc(-c3ccccc3O)c2C1c1ccc(OC)cc1 (stereo unspecified) the results were Mtb UGM inh -1.7, FadD28 FP inh -0.7, Y pestis TopoI 10.5, GDH-TPI inh 2.6, Vc quorum ag -0.5, PfHsp40 rescue 0.6, Mtb FBA inh 0.8 and TcdB GH inh 1.7.
CCOC(=O)c1c(C=O)c(C)n(Cc2ccc(Cl)cc2)c1C was read as Mtb UGM inh -0.6, FadD28 FP inh -3.5, Y pestis TopoI 36.3, GDH-TPI inh -3.4, Vc quorum ag inactive, PfHsp40 rescue 0.4 and Mtb FBA inh -2.4.
CCC[N+]1(CC#CC(O)(c2ccccc2)C2CCCCC2)CCCCC1 (stereo unspecified) was read as Mtb UGM inh -0.1, FadD28 FP inh -0.9, Y pestis TopoI -5.9, GDH-TPI inh 11.6, Vc quorum ag 0.4, PfHsp40 rescue 0.5, Mtb FBA inh 1.3 and TcdB GH inh 1.4.
Screening Cc1ccc2nc(-c3ccc(NC(=O)CCN4C(=O)c5ccccc5C4=O)cc3)sc2c1 returned Mtb UGM inh 2.5, Mtb BioA inh -0.8, FadD28 FP inh -0.9, Y pestis TopoI -3.6, GDH-TPI inh 9.6, Vc quorum ag 1.0, PfHsp40 rescue -1.3, Mtb FBA inh 96.6* and TcdB GH inh 1.1.
Screening CCN1CCN(C(c2cccnc2)c2c(NC(=O)c3ccco3)sc(C)c2C)CC1 (stereo unspecified) returned Mtb BioA inh -0.7, FadD28 FP inh -2.6, Y pestis TopoI -5.2, GDH-TPI inh 11.9, Vc quorum ag -7.1, PfHsp40 rescue -1.8, Mtb FBA inh -2.8 and TcdB GH inh 1.0.
Screening COc1cc(OC)cc(C(=O)NNC(=O)CCNS(=O)(=O)c2ccc(C)c(C)c2)c1 returned Mtb BioA inh 0.5, FadD28 FP inh -3.1, Y pestis TopoI -2.1, GDH-TPI inh 5.7, Vc quorum ag -2.9, PfHsp40 rescue -0.4, Mtb FBA inh 0.3 and TcdB GH inh -0.1.
`CC(=O)Nc1ccc(CN2CCC(N3CCC(C(=O)NC4CC4)CC3)CC2)cc1` gave Mtb BioA inh 0.4, FadD28 FP inh -2.8, Y pestis TopoI -8.0, GDH-TPI inh 9.8, Vc quorum ag inactive, Mtb FBA inh -3.4 and TcdB GH inh 0.4.
COc1cccc(C(=O)NOCc2ccc(C)cc2)c1OC was read as Mtb UGM inh -4.0, Mtb BioA inh 4.9, FadD28 FP inh -0.7, Y pestis TopoI 5.2, GDH-TPI inh 3.0, Vc quorum ag -1.3, PfHsp40 rescue 0.5, Mtb FBA inh 4.4 and TcdB GH inh -1.3.
`C=CCNCCOc1c(C)cc(C)cc1Cl` gave Mtb UGM inh 1.5, Mtb BioA inh 0.0, FadD28 FP inh 0.8, Y pestis TopoI -3.6, GDH-TPI inh -0.4, Vc quorum ag 0.7, PfHsp40 rescue -0.5, Mtb FBA inh 5.0 and TcdB GH inh 0.5.
CC(Sc1ccc(S(=O)(=O)N2CCOCC2)cn1)c1ccccc1Cl (stereo unspecified) was read as Mtb UGM inh -4.0, Mtb BioA inh -0.8, FadD28 FP inh 0.7, Y pestis TopoI -8.1, GDH-TPI inh 4.3, Vc quorum ag inactive, PfHsp40 rescue 1.5, Mtb FBA inh 1.4 and TcdB GH inh 0.9.
Screening O=c1onc(-c2ccccc2Cl)n1-c1ccccc1Cl returned Mtb UGM inh 0.9, FadD28 FP inh 0.1, Y pestis TopoI 4.3, GDH-TPI inh 3.4, Vc quorum ag -0.8, PfHsp40 rescue 0.8, Mtb FBA inh -2.3 and TcdB GH inh 1.5.
Screening CC1CCCCC1NC(=O)c1cc(Cl)nc2ccccc12 (stereo unspecified) returned Mtb BioA inh 0.0, FadD28 FP inh -0.1, Y pestis TopoI 0.1, GDH-TPI inh 4.0, Vc quorum ag -0.3, Mtb FBA inh 4.7 and TcdB GH inh 0.5.
Screening Cc1ccc(NC(=O)C2CCCNC2=O)nc1 (stereo unspecified) returned Mtb UGM inh -0.2, Mtb BioA inh 1.0, FadD28 FP inh -1.8, Y pestis TopoI -10.3, GDH-TPI inh 4.0, Vc quorum ag 2.1, PfHsp40 rescue 0.4 and Mtb FBA inh 2.2.
Screening CCOc1ccccc1CNCCO returned Mtb UGM inh -5.7, Mtb BioA inh -0.2, FadD28 FP inh -2.0, Y pestis TopoI 1.8, GDH-TPI inh -0.5, Vc quorum ag -0.4, PfHsp40 rescue 0.4 and Mtb FBA inh -1.9.
COCCCNc1ccn2nc(-c3ccc(OCc4ccccc4)cc3)cc2n1 was read as Mtb BioA inh 0.0, FadD28 FP inh -1.2, Y pestis TopoI 13.8, GDH-TPI inh 8.0, Vc quorum ag inactive, Mtb FBA inh 8.0 and TcdB GH inh -0.5.
`CCNC(=O)CSc1nc2ccccc2c(=O)n1CCCOC(C)C` gave Mtb UGM inh -4.5, Mtb BioA inh 0.0, FadD28 FP inh -1.0, Y pestis TopoI 2.3, GDH-TPI inh -1.8, Vc quorum ag inactive, PfHsp40 rescue 0.2 and Mtb FBA inh -0.7.
`CN1CCSc2ccc(C(=O)Nc3cc(F)ccc3F)cc21` gave Mtb UGM inh -0.3, FadD28 FP inh -3.0, Y pestis TopoI 3.0, GDH-TPI inh 16.9, Vc quorum ag 0.0, PfHsp40 rescue -0.2, Mtb FBA inh 14.2 and TcdB GH inh 0.9.
Cc1ccc(NS(=O)(=O)c2ccc(C(C)C)cc2)cc1S(=O)(=O)N1CCOCC1 was read as Mtb UGM inh 0.6, Mtb BioA inh -2.2, FadD28 FP inh 0.9, Y pestis TopoI 17.8, GDH-TPI inh 10.5, Vc quorum ag -0.6, PfHsp40 rescue 0.9, Mtb FBA inh 0.1 and TcdB GH inh 8.2.
For CCCCSc1nnc(-c2ccccc2)c2ccccc12 the results were Mtb UGM inh -0.7, FadD28 FP inh -0.1, Y pestis TopoI 49.2, GDH-TPI inh 13.0, Vc quorum ag -0.5, PfHsp40 rescue 0.1, Mtb FBA inh -1.0 and TcdB GH inh 1.5.
`Cc1cc(C)n(S(=O)(=O)c2cc(C)c(C)cc2C)n1` gave Mtb UGM inh -0.5, Mtb BioA inh -0.7, FadD28 FP inh -1.3, Y pestis TopoI -3.7, GDH-TPI inh -0.9, Vc quorum ag -0.4, PfHsp40 rescue -0.6 and Mtb FBA inh -1.9.
`Cc1cc(Cl)ccc1NC(=O)CN1C(=O)NC2(CCCc3ccccc32)C1=O` (stereo unspecified) gave Mtb UGM inh 2.6, FadD28 FP inh -3.6, Y pestis TopoI -5.0, GDH-TPI inh 1.4, Vc quorum ag 5.6, PfHsp40 rescue 0.4, Mtb FBA inh -1.5 and TcdB GH inh 1.1.
For CC12CCC(O)CC1CCC1C2CCC2(C)C(C3=CC(=O)OC3)CCC12O (stereo unspecified) the results were FadD28 FP inh -2.5, Y pestis TopoI 5.6, GDH-TPI inh 5.2, Vc quorum ag 5.6, PfHsp40 rescue -0.2, Mtb FBA inh 1.9 and TcdB GH inh 1.1.
For CSc1sc(C#N)c2c1/C(=N\O)CCC2 the results were Mtb UGM inh 1.8, FadD28 FP inh -4.1, Y pestis TopoI -4.0, GDH-TPI inh 8.8, Vc quorum ag -0.3, PfHsp40 rescue -0.1, Mtb FBA inh 1.3 and TcdB GH inh 1.2.
For Cc1c(=O)n(OCc2ccccc2F)c2ccccc2[n+]1[O-] the results were Mtb UGM inh 0.7, Mtb BioA inh -4.7, FadD28 FP inh 1.5, Y pestis TopoI -9.4, GDH-TPI inh 15.0, Vc quorum ag inactive, PfHsp40 rescue 1.9 and Mtb FBA inh -3.7.
NCCCC[C@@H](C(=O)N1CCNCC1)n1cc([C@@H](N)CC(N)=O)nn1 was read as Mtb UGM inh -0.3, Mtb BioA inh -2.4, FadD28 FP inh -1.5, Y pestis TopoI 7.1, GDH-TPI inh -0.9, Vc quorum ag 3.0, PfHsp40 rescue -0.7, Mtb FBA inh 2.2 and TcdB GH inh 2.0.
